TEAD-YAP block: TEAD-YAP interaction inhibition, primary screen, TEAD-YAP interaction inhibitor project, luminescence, HEK-TIYL cells; TEAD-Gal4/YAP UAS-luciferase luminescence; inhibition, % at 9.12 µM; actives 1.4% (n = 640,000); AID 1259422, 2018; in the data active = inhibition above about 32%;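 note: 0% = median of test compound wells and 100% = reference inhibitor wells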
FBW7 act: FBW7 E3 ligase activators, primary screen, biochemical, AlphaScreen, human; F-box/WD repeat-containing protein 7 (Homo sapiens), Q969H0; AlphaScreen FBW7–phospho-cyclin E peptide binding, activator screen; normalized activity (activation), % at 26.1 µM; actives 0.13% (n = 650,000); in the data active = normalized activity above about 1.9%;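 note: purified mutant Fbw7 with reduced substrate affinity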
Target sequence (Q969H0 whole entry, looked up): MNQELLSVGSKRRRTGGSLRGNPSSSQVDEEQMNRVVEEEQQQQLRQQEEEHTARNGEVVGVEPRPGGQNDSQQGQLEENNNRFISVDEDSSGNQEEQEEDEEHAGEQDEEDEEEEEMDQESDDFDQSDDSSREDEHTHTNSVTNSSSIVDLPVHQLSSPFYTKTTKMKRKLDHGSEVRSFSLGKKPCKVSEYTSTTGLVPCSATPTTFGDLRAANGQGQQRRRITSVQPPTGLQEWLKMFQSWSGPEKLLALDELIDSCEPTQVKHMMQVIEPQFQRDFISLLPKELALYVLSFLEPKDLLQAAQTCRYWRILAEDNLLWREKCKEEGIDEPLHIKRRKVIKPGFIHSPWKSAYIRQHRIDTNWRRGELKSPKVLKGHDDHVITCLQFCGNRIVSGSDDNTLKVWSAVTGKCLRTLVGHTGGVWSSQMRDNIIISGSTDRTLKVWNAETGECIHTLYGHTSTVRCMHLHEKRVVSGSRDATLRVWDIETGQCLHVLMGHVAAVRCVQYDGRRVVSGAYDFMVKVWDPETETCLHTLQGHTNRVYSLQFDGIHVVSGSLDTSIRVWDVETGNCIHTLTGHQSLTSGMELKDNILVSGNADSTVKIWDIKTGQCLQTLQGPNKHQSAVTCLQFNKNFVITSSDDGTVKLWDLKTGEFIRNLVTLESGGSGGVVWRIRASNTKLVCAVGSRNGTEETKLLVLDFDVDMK
GPR151 ag: activators of human GPR151, primary screen, cell-based, PathHunter beta-arrestin, luminescence | G-protein coupled receptor 151 (Homo sapiens), Q8TDV0 | PathHunter beta-arrestin GPR151 cells | activation, % at 11.2 µM | actives 1% (n = 650,000) | AID 1508602, 2020; in the data active = activation above about 4.9%;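 note: 0% = median of compound wells and 100% = cells with positive control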
Target sequence (Q8TDV0 whole entry, looked up): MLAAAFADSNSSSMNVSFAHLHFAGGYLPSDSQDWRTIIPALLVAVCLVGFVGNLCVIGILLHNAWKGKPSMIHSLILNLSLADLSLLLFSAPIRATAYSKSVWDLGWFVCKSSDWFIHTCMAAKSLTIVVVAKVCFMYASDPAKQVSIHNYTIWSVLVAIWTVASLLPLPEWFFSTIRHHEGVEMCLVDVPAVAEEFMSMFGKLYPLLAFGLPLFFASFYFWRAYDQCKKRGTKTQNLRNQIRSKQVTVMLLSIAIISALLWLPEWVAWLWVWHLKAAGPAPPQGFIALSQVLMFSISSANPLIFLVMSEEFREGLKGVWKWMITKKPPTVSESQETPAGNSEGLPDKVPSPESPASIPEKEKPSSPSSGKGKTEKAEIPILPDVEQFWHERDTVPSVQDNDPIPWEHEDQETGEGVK
MITF inh: MITF inhibitors, primary screen, biochemical, AlphaScreen, human; AID 1259374, 2018; AlphaScreen MITF homodimerization, bead proximity signal; inhibition, % at 2.6 µM; actives 0.91% (n = 650,000); in the data active = inhibition above about 50%;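 note: 0% = vehicle wells with protein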
* marks the source's active call; other numbers are inactive results; & = joins results of further samples.

For O=C(NCCc1ccccc1)c1ccc(CNc2c(N3CCCCC3)c(=O)c2=O)cc1 the results were TEAD-YAP block -23, FBW7 act 0.0, GPR151 ag 0.6 and MITF inh 7.
`CC(C(=O)Nc1ccc(C#N)cc1)N(C)CC(=O)Nc1ccc(Cl)c(C(F)(F)F)c1` (stereo not given) gave TEAD-YAP block 3, FBW7 act 0.4, GPR151 ag 3.0 and MITF inh -3.
Cc1ccc(NC(=O)/C=N/OCC(=O)Nc2sc3c(c2C#N)CCCC3)cc1 was read as TEAD-YAP block 14, FBW7 act -0.1, GPR151 ag -1.1 and MITF inh 2.
`CCc1cc(I)ccc1NC(=O)c1ccc([N+](=O)[O-])o1` gave TEAD-YAP block 14, FBW7 act 0.0, GPR151 ag 2.6 and MITF inh 15.
`CN(C)S(=O)(=O)c1ccc(C(=O)Oc2ccc(/C=C/c3ccccn3)cc2)cc1` gave TEAD-YAP block -23, FBW7 act 0.2, GPR151 ag -7.1 and MITF inh 8.
For Cc1c(C(=O)O/N=C(\N)Cc2cccc3ccccc23)cccc1[N+](=O)[O-] the results were TEAD-YAP block -3, FBW7 act -0.1, GPR151 ag -1.2 and MITF inh 8.
Cc1cccc(Oc2nc3ccccn3c(=O)c2/C=C(\C#N)S(=O)(=O)c2ccccc2)c1 was read as TEAD-YAP block 11, FBW7 act -0.1, GPR151 ag 2.8 and MITF inh 0.
Screening O=C1c2ccc(-c3nc4ccccc4c(=O)o3)cc2C(=O)N1Cc1cccnc1 returned TEAD-YAP block -1, FBW7 act -0.3, GPR151 ag 0.3 and MITF inh 0.
COc1cc(Nc2cc(-c3cccc(N)c3)nc(N)n2)cc(OC)c1OC was read as TEAD-YAP block -7, FBW7 act 0.0, GPR151 ag 0.3 and MITF inh 4.
Screening Cc1ccc(C)c(-c2cc(C(=O)NN)c3ccccc3n2)c1 returned TEAD-YAP block 10, FBW7 act 0.2, GPR151 ag 1.1 and MITF inh 6.
`NS(=O)(=O)c1ccc(N=CC2=C(O)c3ccccc3C2=O)cc1` gave TEAD-YAP block -6, FBW7 act 0.0, GPR151 ag 0.4 and MITF inh 15.
COc1ccc(N)cc1S(=O)(=O)N(C)C was read as TEAD-YAP block -2, FBW7 act -0.1, GPR151 ag 3.0 and MITF inh 17.
For COc1ccc(C(C)=O)cc1CSc1nc(C)cc(=O)[nH]1 the results were TEAD-YAP block 3, FBW7 act 0.1, GPR151 ag 0.9 and MITF inh 0.
For CCCCOc1ccc(-c2noc(-c3ccc(OC)c(OC)c3)n2)cc1 the results were TEAD-YAP block 4, FBW7 act -0.2, GPR151 ag -0.1 and MITF inh -5.
Cc1ccc(OCC(=O)N/N=C\c2ccccc2F)c(C)c1 was read as TEAD-YAP block -3, FBW7 act 1.2, GPR151 ag -1.1 and MITF inh 17.
Screening COc1ccc(N2CCN(Cc3nc(N)c4cc(C)ccc4n3)CC2)cc1 returned TEAD-YAP block -5, FBW7 act -1.0, GPR151 ag 1.5 and MITF inh 3.
`CCOC(=O)c1sc(N)c(C#N)c1COC(=O)C1CCCCC1` gave TEAD-YAP block -2, FBW7 act 0.0, GPR151 ag -0.2 and MITF inh -4.
`Cn1c(SCC(=O)Nc2ccc(C(N)=O)cc2)nc2sc3c(c2c1=O)CCCC3` gave TEAD-YAP block 4, FBW7 act 0.0, GPR151 ag 0.0 and MITF inh 1.
Screening Cc1c(NC(=O)COc2ccc(C(C)C)cc2)c(=O)n(-c2ccccc2)n1C returned TEAD-YAP block 1, FBW7 act -0.1, GPR151 ag -0.1 and MITF inh -6.
Screening O=C(Nc1ccc([N+](=O)[O-])cc1O)c1ccc(Br)o1 returned TEAD-YAP block 8, FBW7 act 0.4, GPR151 ag -0.4 and MITF inh 0.
For COc1cc([N+](=O)[O-])cc(/C=N/NC(=O)COc2c(C)ccc(C)c2C)c1O the results were TEAD-YAP block 18, FBW7 act -1.1, GPR151 ag -0.9 and MITF inh 22.
For Cc1[nH]n(-c2cccc(Cl)c2)c(=O)c1C=Nc1ccc(Cl)cc1[N+](=O)[O-] the results were TEAD-YAP block -7, FBW7 act 0.0, GPR151 ag -0.1 and MITF inh 1.
`CCOC(=O)N1CCN(C(=O)CNC(=O)c2nn(-c3ccc(OC)c(Cl)c3)c(=O)c3ccccc23)CC1` gave TEAD-YAP block 12, FBW7 act 0.0, GPR151 ag 0.1 and MITF inh 9.
Screening CC1CCCC(C)N1Cc1cn2cc(Cl)ccc2n1 (stereo not given) returned TEAD-YAP block -6, FBW7 act 0.1, GPR151 ag -0.7 and MITF inh 9.
`COc1cc(OC)c(C(=O)OCC(=O)/C=C2/N(C)c3ccccc3C2(C)C)cc1OC` gave TEAD-YAP block -5, FBW7 act -0.1, GPR151 ag 2.5 and MITF inh -3.
For CN(C)C(=O)COc1cccc(Nc2ccc(-c3ccc(C=O)cc3)cn2)c1 the results were TEAD-YAP block -6, FBW7 act -0.1, GPR151 ag 0.6 and MITF inh 11.
Cc1cccc(C(=O)NCC(=O)OCc2nc(N)nc(Nc3ccccc3C)n2)c1 was read as TEAD-YAP block -2, FBW7 act 0.0, GPR151 ag -1.3 and MITF inh -7.
Screening CN(C)CCOC(=O)C12CC3(C)CC(C)(CC(C)(C3)C1)C2 returned TEAD-YAP block -2, FBW7 act 1.1, GPR151 ag -1.4 and MITF inh 15.
Screening O=C(Nc1ccc(Oc2ccc(Cl)cc2)cc1)c1cc2cc(Cl)ccc2oc1=O returned TEAD-YAP block 10, FBW7 act 0.0, GPR151 ag -0.5 and MITF inh 6.
CCN(CC)CCN(CC)Cc1cc(-c2ncccn2)ccc1O was read as TEAD-YAP block 7, FBW7 act 0.2, GPR151 ag -0.7 and MITF inh 1.
Screening Cc1cc(O)c(Cl)cc1C(O)(C(F)(F)F)C(F)(F)F returned TEAD-YAP block 2, FBW7 act 0.6, GPR151 ag -1.2 and MITF inh 9.
CC1=C(C)CC(C(=O)Nc2sc3c(c2C(N)=O)CCCC3)C(C(=O)O)C1 (stereo not given) was read as TEAD-YAP block 2, FBW7 act 0.2, GPR151 ag -0.6 and MITF inh 20.
Screening FC(F)(F)c1ccc(Cn2cnc3c(NC4CC4)nc(Nc4nccc5ccccc45)nc32)cc1 returned TEAD-YAP block 1, FBW7 act 0.1, GPR151 ag 2.0 and MITF inh 3.
Screening Cn1ccnc1CN1CCN(c2nc3nonc3nc2NC2CC2)CC1 returned TEAD-YAP block 6, FBW7 act -0.1, GPR151 ag -1.4 and MITF inh -12.
For CCCCCOC(=O)COc1ccc2c(=O)c(Oc3ccc(C(C)(C)C)cc3)coc2c1 the results were TEAD-YAP block -2, FBW7 act 0.0, GPR151 ag -0.7 and MITF inh -6.
COC(=O)c1cn(NC(=O)C2CCCO2)c(=O)c2ccccc12 (stereo not given) was read as TEAD-YAP block 1, FBW7 act 0.0, GPR151 ag -0.9 and MITF inh -6.
COc1ccc(OC)c(NC(=O)C(=O)NCC2CCCCC2)c1 was read as TEAD-YAP block -10, FBW7 act -0.2, GPR151 ag 1.0 and MITF inh -11.
For O=C(Nc1ccccc1Cl)N1CCn2c(nc3ccccc32)C1 the results were TEAD-YAP block 7, FBW7 act -0.2, GPR151 ag -1.0 and MITF inh -9.
`C(=Nc1nc2ccccc2nc1N1CCCC1)N1CCOCC1` gave TEAD-YAP block 5, FBW7 act -0.1, GPR151 ag -0.5 and MITF inh -13.
Screening COc1ccc(O)c(CN2CCC3(CC2)CC3C(=O)Nc2ccc(OC)c(Cl)c2)c1 (stereo not given) returned TEAD-YAP block -3, FBW7 act 0.1, GPR151 ag -1.3 and MITF inh 9.
`COCCn1nnnc1CN1CCN(c2cc(C)ccc2C)CC1` gave TEAD-YAP block 28, FBW7 act 0.3, GPR151 ag 0.8 and MITF inh 10.
`CSc1ccc(C2C(C#N)=C(N)Oc3c2ccc(=O)c2c(C)oc(C)c32)cc1` (stereo not given) gave TEAD-YAP block -6, FBW7 act 0.1, GPR151 ag 1.5 and MITF inh 0.
Screening COc1nccnc1NS(=O)(=O)c1ccc(NC(=O)c2cccc(F)c2)cc1 returned TEAD-YAP block 3, FBW7 act 0.1, GPR151 ag 0.3 and MITF inh 8.
CC(/C=N/NC(=O)Cn1cnc2c1c(=O)n(C)c(=O)n2C)=C\c1ccco1 was read as TEAD-YAP block 14, FBW7 act 0.0, GPR151 ag -0.7 and MITF inh 18.
For CN1C(C(=O)N2CCN(c3ccccc3)CC2)=CC(c2cccs2)=NS1(=O)=O the results were TEAD-YAP block 1, FBW7 act -0.1, GPR151 ag -0.2 and MITF inh 6.
`Nc1nc(NCCCN2CCCC2=O)cc(NCc2nc3ccccc3[nH]2)n1` gave TEAD-YAP block 2, FBW7 act -0.1, GPR151 ag 0.6 and MITF inh 17.
O=C(CN1C(=O)CSC1=O)Nc1ccc(Cl)c(Cl)c1 was read as TEAD-YAP block 1, FBW7 act -0.1, GPR151 ag 2.8 and MITF inh -2.
Screening CC1CN(C(=O)N2CCC(C(=O)NC3CCCc4ccccc43)CC2)c2ccccc2O1 (stereo not given) returned TEAD-YAP block 6, FBW7 act 0.4, GPR151 ag -0.4 and MITF inh 2.
`Cc1ccc(NC(=O)COc2cccc3c2OC(C)(C)C3)c(C)c1` gave TEAD-YAP block -22, FBW7 act 0.1, GPR151 ag -0.7 and MITF inh -4.
`COc1ccc(-c2cncc(C(=O)NCCO)c2)cn1` gave TEAD-YAP block 4, FBW7 act 0.0, GPR151 ag 1.5 and MITF inh 0.

Nine consecutive compounds from above, for reference:
`C(=Nc1nc2ccccc2nc1N1CCCC1)N1CCOCC1` gave TEAD-YAP block 5, FBW7 act -0.1, GPR151 ag -0.5 and MITF inh -13.
Screening COc1ccc(O)c(CN2CCC3(CC2)CC3C(=O)Nc2ccc(OC)c(Cl)c2)c1 (stereo not given) returned TEAD-YAP block -3, FBW7 act 0.1, GPR151 ag -1.3 and MITF inh 9.
`COCCn1nnnc1CN1CCN(c2cc(C)ccc2C)CC1` gave TEAD-YAP block 28, FBW7 act 0.3, GPR151 ag 0.8 and MITF inh 10.
`CSc1ccc(C2C(C#N)=C(N)Oc3c2ccc(=O)c2c(C)oc(C)c32)cc1` (stereo not given) gave TEAD-YAP block -6, FBW7 act 0.1, GPR151 ag 1.5 and MITF inh 0.
Screening COc1nccnc1NS(=O)(=O)c1ccc(NC(=O)c2cccc(F)c2)cc1 returned TEAD-YAP block 3, FBW7 act 0.1, GPR151 ag 0.3 and MITF inh 8.
CC(/C=N/NC(=O)Cn1cnc2c1c(=O)n(C)c(=O)n2C)=C\c1ccco1 was read as TEAD-YAP block 14, FBW7 act 0.0, GPR151 ag -0.7 and MITF inh 18.
For CN1C(C(=O)N2CCN(c3ccccc3)CC2)=CC(c2cccs2)=NS1(=O)=O the results were TEAD-YAP block 1, FBW7 act -0.1, GPR151 ag -0.2 and MITF inh 6.
`Nc1nc(NCCCN2CCCC2=O)cc(NCc2nc3ccccc3[nH]2)n1` gave TEAD-YAP block 2, FBW7 act -0.1, GPR151 ag 0.6 and MITF inh 17.
O=C(CN1C(=O)CSC1=O)Nc1ccc(Cl)c(Cl)c1 was read as TEAD-YAP block 1, FBW7 act -0.1, GPR151 ag 2.8 and MITF inh -2.

Following part
For COc1cccc(NC(=O)N2CCCC(N3CCN(c4ccccc4)CC3)C2)c1 (stereo not given) the results were TEAD-YAP block 1, FBW7 act -0.2, GPR151 ag -0.1 and MITF inh -10.
COc1nc(N2CCCCC2C)nc(-n2nnc(C(C)=O)c2C)n1 (stereo not given) was read as TEAD-YAP block 1, FBW7 act 0.3, GPR151 ag 0.4 and MITF inh -11.
For CCOC(=O)C1=c2s/c(=C/c3cccc(Br)c3)c(=O)n2C(N)=C(C#N)C1c1cccc(Br)c1 (stereo not given) the results were TEAD-YAP block -2, FBW7 act -0.2, GPR151 ag -0.2 and MITF inh 7.
For COc1ccc2nc(Cl)c(C=O)c(N3CCOCC3)c2c1 the results were TEAD-YAP block -3, FBW7 act -0.4, GPR151 ag 1.1 and MITF inh -6.
CN(Cc1ccccc1)C1CCN(C(=O)Cc2ccccc2)CC1 was read as TEAD-YAP block 4, FBW7 act 0.1, GPR151 ag -0.8 and MITF inh 48.
For O=C1c2cccc([N+](=O)[O-])c2C(=O)N1c1cccc(F)c1 the results were TEAD-YAP block 5, FBW7 act 0.1, GPR151 ag 1.2 and MITF inh 15.
COc1ccc(N2C(=O)CC(NCCc3ccc(Cl)cc3)C2=O)cc1 (stereo not given) was read as TEAD-YAP block -7, FBW7 act -0.1, GPR151 ag 0.2 and MITF inh -4.
Cn1c(=O)c2c(SCC(=O)N3CCCCCC3)nc(-c3cccs3)nc2n(C)c1=O was read as TEAD-YAP block 3, FBW7 act -0.1, GPR151 ag 0.1 and MITF inh 4.
For O=C(Nc1ccc(N2CCOCC2)cc1N1CCOCC1)c1ccc(Cl)cc1 the results were TEAD-YAP block 2, FBW7 act 0.0, GPR151 ag 1.8 and MITF inh 6.
CCOC(=O)C1=C(C)NC2=C(C(=O)CC(c3cccs3)C2)C1c1ccc(C)s1 (stereo not given) was read as TEAD-YAP block 15&3, FBW7 act 0.2&0.0, GPR151 ag -0.4&0.0 and MITF inh -2&-15.
Screening CCCCCN1C(C)=CC(=C(C#N)C#N)C=C1C returned TEAD-YAP block -1, FBW7 act 0.0, GPR151 ag -0.7 and MITF inh -5.
For CCN(CCO)c1ccc(Nc2ncc(-c3cccc(N(C)C)c3)n3ccnc23)cc1 the results were TEAD-YAP block 2, FBW7 act -0.2, GPR151 ag -0.7 and MITF inh -18.
